Bioassay records (PubChem BioAssay)
ELG1 DNA repair: inhibitors of ELG1-dependent DNA repair in HEK293T cells; HEK293T ELG1-luciferase reporter, luminescence, 16 h; DNA damage induced by 5-fluorouridine; Potency, µM (titrated, usually from 46.1 µM), for the others: top-dose activity change, negative = inhibition, actives largely listed as inhibitors; 330,000 compounds, 2.3% hits; AID 504467; note: potency is the fitted concentration of half-maximal effect; % is set by controls: 0 for no effect and ±100 for the full control effect; nearly all actives have a fitted effect of over 55% in size
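In this reporter screen, reduction of luminescence relative to DMSO vehicle indicated activity. Compounds and 5-fluorouridine were added together to 2,000 cells per well, incubated for 16 hr at 37 °C, then developed with ONE-Glo.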
FLuc modulator: firefly luciferase modulation, counter-screen for miR-21 project; P08659; purified FLuc, Km substrates, luminescence inhibition; Potency, µM (doses to about 57.5 µM), for the others: at the highest dose activity change, negative = inhibition, hits mostly inhibitors; 360,000 compounds, 6.9% hits; AID 588342;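 note: potency is the fitted concentration of half-maximal effect; plate controls were vehicle for no effect and reference inhibitor for full effect; nearly all actives have a fitted effect of over 55% in size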
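Purified P. pyralis luciferase (10nM final) with 10uM D-luciferin and 10uM ATP (Km levels) in 50mM Tris acetate pH 7.5, 10mM Mg acetate, 0.01% Tween-20, 0.05% BSA; qHTS 6-point titration, ~60 µM downward; luminescence read.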
KCNH2 3.1 inh: inhibitors of human KCNH2 3.1 potassium channel isoform. U2OS KCNH2 3.1, thallium flux FluxOr; stronger effect = lower value. activity change, % (tested at about 1.8 µM). 340,000 compounds, 0.95% hits;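 active = maximum activity change below -70%; inconclusive = maximum activity change from -70% to -50%; inactive = maximum activity change above -50%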;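 note: thallium influx rate constant from kinetic fluorescence after stimulation buffer; % is set by controls: 0 for no effect and ±100 for the full control effect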
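U2OS cells transduced with KCNH2 3.1 mutant virus (1.77 x 10^8 /mL, 4 h), plated overnight at 37 C, loaded 45 min with FluxOr dye plus Red40 quencher. Thallium flux rate constant from kinetic reads after stimulation buffer, normalised to controls.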
MBNL1 CUG block: blocks human MBNL1 binding to CUG repeat RNA; Q9NR56; TR-FRET MBNL1-His/biotin-(CUG)12 binding, 665/545 ratio; Potency, µM (series often up to 57.5 µM), inactives show at the highest dose activity change, negative = inhibition, most hits filed as inhibitors; 280,000 compounds, 0.036% hits; AID 2675; active = well fitted inhibition curve with a large enough effect in the signal ratio, with a control signal flat, not every such curve was filed as active; inconclusive = small, poorly fitted or top-dose-only effect, or effect the other way, or a change in a side signal; inactive = no such curve, though single readings can be large or run the other way; the % refers to the signal ratio; note: potency is the fitted concentration of half-maximal effect; % is set by controls: 0 for no effect and ±100 for the full control effect
Target sequence (Q9NR56 whole entry, looked up): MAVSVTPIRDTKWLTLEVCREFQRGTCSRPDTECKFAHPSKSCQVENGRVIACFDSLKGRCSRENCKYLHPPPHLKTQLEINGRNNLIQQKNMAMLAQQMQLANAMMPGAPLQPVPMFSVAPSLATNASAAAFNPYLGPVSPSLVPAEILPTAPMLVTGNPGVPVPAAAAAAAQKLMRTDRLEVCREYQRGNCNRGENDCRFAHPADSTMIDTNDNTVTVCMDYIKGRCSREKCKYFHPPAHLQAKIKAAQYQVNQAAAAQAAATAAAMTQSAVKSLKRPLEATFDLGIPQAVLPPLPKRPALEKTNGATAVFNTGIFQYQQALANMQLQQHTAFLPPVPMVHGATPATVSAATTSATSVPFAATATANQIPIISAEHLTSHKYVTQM
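MBNL1-His + Biotin-(CUG)12, cpd titration 92 nM–58 uM; Tb anti-His Ab 0.055 ng/ul, SA-XL665 5 nM (final); 60 min RT; ratiometric 665/545 nm, Ex 340 nm; normalized to buffer and full-complex controls.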
PKM2 act: increases activity of human pyruvate kinase M2. P14618. purified PKM2, Kinase-Glo ATP luminescence, activation; response scale: 0% is enzyme alone, no compound. Potency, µM (series often up to 57.5 µM), for the others: top-dose activation, most hits filed as activators. 260,000 compounds, 0.34% hits; note: potency is the fitted concentration of half-maximal effect; % is set by controls: 0 for no effect and ±100 for the full control effect; nearly all actives have a fitted effect of over 55% in size
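Purified hPK-M2 (>95%) run at intermediate activity with 0.1 mM ADP and 0.5 mM PEP in 50 mM imidazole pH 7.2, KCl, MgCl2; 1 h room temperature. ATP formed read by Kinase-Glo luminescence; normalized to uninhibited and no-enzyme controls.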
Menin MLL FP TR: menin-MLL binding inhibition, Texas Red mutant peptide | 270,000 compounds, 0.23% hits | AID 1768 | Menin + Texas Red MLL mutant peptide, fluorescence polarization | O00255 | Potency, µM (top dose mostly 61.6 µM), without a hit: top-dose FP activity change, negative = inhibition, most hits filed as inhibitors; active = well fitted inhibition curve with a large enough effect in the polarisation, with a control signal flat, not every such curve was filed as active; inconclusive = small, poorly fitted or top-dose-only effect, or effect the other way, or a change in a side signal; inactive = no such curve, though single readings can be large or run the other way; the % refers to the polarisation; note: potency is the fitted concentration of half-maximal effect; % of control where 0% means no effect; many of its hits are not listed in these tables
Gal4-VP16 FLuc: Gal4-VP16 reporter inhibition counter-screen | Potency, µM (top dose mostly 53.6 µM), for the others: top-dose activity, negative = inhibition, actives largely listed as inhibitors | 310,000 compounds, 3.5% hits | Drosophila S2 Gal4-VP16 UAS-luciferase, luminescence, 20 h | AID 2546;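 note: Gal4-VP16 expression switched on by copper sulfate through the metallothionein promoter; potency is the fitted concentration of half-maximal effect; % is set by controls: 0 for no effect and ±100 for the full control effect; nearly all actives have a fitted effect of over 50% in size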
Mito fusion act: mitochondrial division inhibition or fusion activation | S. cerevisiae fusion-defective mutant growth rescue, CellTiterGlo 48 h | Potency, µM (highest dose often 46.1 µM), for the others: top-dose growth rescue (activation), most hits filed as activators | 320,000 compounds, 0.23% hits | AID 485298;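 note: potency is the fitted concentration of half-maximal effect; % of control where 0% means no effect; nearly all actives have a fitted effect of over 45% in size; temperature-sensitive fusion mutants such as fzo1-1 at 37 °C on non-fermentable ethanol glycerol medium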
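Compounds are tested for their ability to restore growth of mitochondrial fusion-defective yeast strains at non-permissive 37C in YPEG medium over 48 hours. Viability is quantified by luciferase luminescence.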
Rab9 promoter act: activates the Rab9 promoter. Huh7 Rab9 promoter-luciferase reporter, luminescence, 24 h. Potency, µM (series often up to 9.22 µM), without a hit: top-dose activation, negative = inhibition, actives largely listed as activators. 320,000 compounds, 2.8% hits; note: potency is the fitted concentration of half-maximal effect; % of control where 0% means no effect; nearly all actives have a fitted effect of over 60% in size
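Cells were plated at 1500 per well in reduced-serum medium with 10% FBS and left 2 h. Compound in DMSO was then added for 24 h at 37 °C. Reporter signal was read by luminescence after 10 min with luciferase detection reagent.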
NPC1 prom act: activators of NPC1 promoter; Huh7 NPC1 promoter luciferase reporter, 24 h; AID 485313; Potency, µM (series often up to 9.22 µM), for the others: at the highest dose activation, most hits filed as activators; 320,000 compounds, 2.4% hits;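 note: potency is the fitted concentration of half-maximal effect; % of control where 0% means no effect; nearly all actives have a fitted effect of over 60% in size; reporter is driven by a mutant NPC1 promoter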
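Stably transfected Huh7 (NPC1 promoter→luciferase), 1500 cells/well in Opti-MEM + 10% FBS, 2 h settle, then compound 24 h at 37 °C. Luminescence after 10 min with Amplite reagent.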
RORg inh: ROR gamma (mouse) transcription inhibition | AID 2551 | Drosophila S2 Gal4-RORgamma UAS-luciferase reporter, 20 h | 310,000 compounds, 5.4% hits | Potency, µM (top dose mostly 53.6 µM), for the others: at the top dose activity change, negative = inhibition, actives largely listed as inhibitors; note: potency is the fitted concentration of half-maximal effect; % is set by controls: 0 for no effect and ±100 for the full control effect; nearly all actives have a fitted effect of over 60% in size
Target sequence (P51450 whole entry, looked up, the tested form may be a part): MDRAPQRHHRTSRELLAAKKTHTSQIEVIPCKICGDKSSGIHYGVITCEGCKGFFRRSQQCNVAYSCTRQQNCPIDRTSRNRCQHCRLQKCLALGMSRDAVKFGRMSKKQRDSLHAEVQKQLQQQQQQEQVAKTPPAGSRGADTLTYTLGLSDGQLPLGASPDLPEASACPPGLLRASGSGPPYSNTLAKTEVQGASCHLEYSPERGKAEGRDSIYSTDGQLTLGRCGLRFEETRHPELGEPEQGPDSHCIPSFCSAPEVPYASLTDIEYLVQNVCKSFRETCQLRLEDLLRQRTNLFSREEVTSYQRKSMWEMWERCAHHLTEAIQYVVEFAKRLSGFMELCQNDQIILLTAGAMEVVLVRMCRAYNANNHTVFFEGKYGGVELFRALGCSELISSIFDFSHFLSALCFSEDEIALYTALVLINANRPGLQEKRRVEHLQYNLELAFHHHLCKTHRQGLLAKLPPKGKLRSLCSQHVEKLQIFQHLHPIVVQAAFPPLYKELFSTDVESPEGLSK
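Read-out: Photinus luciferase luminescence; inhibitors lower reporter signal. Insect Schneider cells with Gal4-ROR gamma fusion under metallothionein promoter, UAS reporter; 700 uM final copper sulfate induction, 20 hr, ambient temperature.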
An asterisk follows results filed as active; ? = inconclusive; . = no result given; & = joins results of further samples; [ ] = another dose, or the depositor's remark. Unless noted, calls come from the whole dose curve; as a rule, active = well fitted curve in the direction sought with a large enough effect; inconclusive = small, poorly fitted or top-dose-only effect, or another doubt; inactive = no such curve, though single readings can be large; an effect the other way counts as inactive or inconclusive.

SMILES | ELG1 DNA repair | FLuc modulator | KCNH2 3.1 inh | MBNL1 CUG block | PKM2 act | Menin MLL FP TR | Gal4-VP16 FLuc | Mito fusion act | Rab9 promoter act | NPC1 prom act | RORg inh
CNC(=O)c1ccsc1NC(=O)c1ccc(S(=O)(=O)N2CCOCC2)cc1 | ? | -2% | 13 | -1% | -6% | 3% | 9% | 1% | 5% | -3% | 35%
O=C(O)c1cccc(NS(=O)(=O)c2ccc(Cl)c(C(=O)O)c2)c1 | 2% | 1% | 8 | -1% | 8% | 4% | -1% | -6% | 4% | 2% | -5%
COc1ccccc1OCCNC(=O)C1CCCCC1 | -1% | -2% | 6 | -2% | -1% | -15% | -15%[10 µM] | 0% | 2% | -2% | 1%
CC1CC(C)CN(C(=O)C2CCCN(S(=O)(=O)c3cnc[nH]3)C2)C1 (centres undefined) | -2% | 0% | 5 | 3% | 5% | . | 4% | -5% | 2% | 2% | -6%
Cc1cc[n+](CC(=O)c2ccc3c(c2)OCCO3)cc1 | 12% | -2% | 6 | -11% | 5% | -6% | -5% | -7% | -8% | -1% | -9%
CCCCNC(=O)N(O)C1N(/N=C/c2ccccc2OC)C(=S)SC1(C)C (centres undefined) | 13% | -1% | 2 | 4% | . | 0% | -6% | -2% | -14% | -5% | -17%
CCc1nnc(NC(=O)CSc2nnc3ncccn23)s1 | 7% | -2% | -16 | -4% | ? | 7% | -4% | -5% | 2% | -1% | 42%
O=C(COC(=O)c1ccc(O)cc1O)Nc1ccc2c(c1)OCCO2 | ? | 15µM* | -6 | . | . | . | . | -1% | -2% | 0% | .
Cc1ccc(CSc2nnc(NC(=O)C3=COCCO3)s2)cc1 | ? | 27µM* | -21 | . | . | . | . | -2% | 3% | 10% | .
CN1c2ccccc2C(C)(C)C12CC(c1ccc(Cl)c(S(=O)(=O)N3CCCC3)c1)=NO2 (centres undefined) | -6% | -1% | . | . | 2% | 10% | ? | -8% | 1% | -3% | ?
COc1ccc(S(=O)(=O)Nc2cc(C(=O)NCCC(C)C)ccc2N2CCOCC2)cc1 | -3% | 0% | -18 | 0% | 1% | -2% | -10% | 5% | -3% | -2% | 12%
Cc1nn(C)c(C(=O)NC(=S)Nc2ccccc2O)c1Cl | 10% | -1% | -4 | 1% | -9% | . | 3.2µM* | -4% | 2% | 21% | 2µM*
CC1CCN(S(=O)(=O)c2cn(CC(=O)N3CC(C)CC(C)C3)c(=O)c3ccccc23)CC1 (centres undefined) | 0% | 3% | -10 | 0% | -6% | ? | 5% | -6% | -1% | -3% | -4%
COC(=O)c1cc(S(=O)(=O)NCc2ccc(S(N)(=O)=O)cc2)oc1C | -6% | 1% | 0 | -4% | 11% | . | -4% | 0% | -14% | -1% | 6%
CC(C)c1ccc(S(=O)(=O)N2CCN(C(=O)[C@@H]3CCCN3C(=O)c3cccs3)CC2)cc1 | 0% | 0% | 5 | . | . | . | . | 1% | -2% | -3% | .
CCOC(=O)CCC(=O)N(CCN(C(=O)CCC(=O)OCC)c1ccccc1)c1ccccc1 | -8% | 3% | 6 | . | 0% | -1% | 1% | -2% | -4% | -3% | 14%
CC(C)Nc1ncnc2ccc(Br)cc12 | 2.3µM* | 3% | -2 | -1%[11.5 µM] | 3% | 4% | ? | -19% | -7% | -6% | -13%
CN1CCC(=NNC(=O)C(=O)Nc2ccccc2)CC1 | ? | ? | -3 | 1% | 5% | 2% | 11% | -3% | ? | 11% | -21%
NS(=O)(=O)c1ccc(NC(=O)/C=C/c2ccccc2Cl)cc1 | 20% | -2% | -18 | 1% | -1% | -11% | -6% | 28% | ? | -3% | 16%
Cc1ccc(-c2nc3ccccc3c(=O)n2O)cc1 | 23% | 1% | -6 | -2% | . | -2% | 14µM* | -10% | -4% | 8% | ?
Cc1ccccc1NS(=O)(=O)c1cc2c(cc1C)N(C)CCO2 | 2% | 0% | 0 | -6% | 2% | 0% | 9% | 5% | 7% | 1% | 14%
CCOC(=O)N1CCN(C(=O)C2CCN(Cc3cccc(OCc4ccccc4)c3)CC2)CC1 | -1% | 1% | -6 | -3% | -13% | -9% | 0% | -13% | -3% | -2% | 10%
O=C1COc2cccnc2N1 | -13%&24% | 1%&-2% | 3 | -4%&-4% | 1%&0% | -13% | -3%&1% | 1%&-3% | 1%&-1% | 7%&-2% | -7%&-14%
O=C(/C=C/c1ncc(C(F)(F)F)cc1Cl)OCc1ccccc1 | 5% | -7% | -5 | 12% | 0% | 1% | 9% | 9% | -1% | -1% | ?
O=C(CN(C(=O)CCC(=O)Nc1nccs1)c1ccccc1F)NCc1ccc2c(c1)OCO2 | -5% | 0% | 2 | -4% | 8% | 14% | 0% | -3% | -3% | 0% | 9%
CCC(C)(C)C1CCc2[nH]nc(C(=O)N/N=C(\C)c3ccco3)c2C1 (centres undefined) | ? | 2.4µM* | -19 | -2% | 4% | . | ? | 23% | 1.1µM* | 3.2µM* | ?
Cc1nnc(SCc2cnc(-c3ccc(C(C)C)cc3)s2)n1C | ? | 0.3µM* | 2 | 2% | -4% | 5% | 11µM* | -3% | 2µM* | 1.6µM* | 10µM*
CCOc1cc(NC(=O)c2ccccc2OC)c(OCC)cc1NC(=O)c1ccccc1 | -6% | 1% | -4 | -1% | -1% | 21% | -16% | -2% | -4% | -8% | 27%
Cc1c(C)n(C)c2ccc(C(=O)NCCCN3CCCCC3C)cc12 (centres undefined) | -5% | 2%&-4% | -3 | -25% | . | . | -15% | -9% | 6% | -4% | 3%
COc1ccc(C2(CNC(=O)c3ccccc3)CCOCC2)cc1 | 5% | 2% | 18 | . | 8% | . | -3% | -1% | -1% | -1% | 16%
CC(=O)NCCC(=O)Nc1ccc(C)c(F)c1 | 13% | 5% | -3 | -9% | 1% | -6% | 2%[0.365 µM] | -1% | -5% | -4% | -5%
O=C(Nc1ccccc1Cl)C1CCCN(S(=O)(=O)c2cccc3cccnc23)C1 (centres undefined) | -5% | -1% | -23 | 29% | . | . | ? | 2% | 1% | -16% | 2%
COc1ccc(C(=O)Nc2ccc(S(=O)(=O)Nc3nccc(C)n3)cc2)cc1[N+](=O)[O-] | 1% | -5% | 9 | ? | -23% | 9% | 1% | 3% | 5% | 1% | 19%[1.91 µM]
CCCCC(=O)OCc1cn(-c2ccc(Cl)cc2)nn1 | 18% | ? | 14 | 4% | 1% | -10% | -6% | 3% | 0% | -1% | -6%
O=C(NC1CCCCC1)c1ccc(OC2CCN(Cc3ccccn3)CC2)cc1 | -3% | 2% | -1 | 47%[activator] | 22% | . | -5% | -3% | 0% | 2% | -12%
CCCc1ccc(OCCNC(=O)CC)cc1 | 14% | -8% | 10 | 9% | 0% | 22% | 11% | 2% | 2% | -4% | 21%
O=c1[nH]c2ccccc2nc1C(Nc1ccccc1)c1ccccc1 (centres undefined) | 17% | 1% | -4 | 6% | -3% | . | -2% | 2% | -3% | -2% | ?
CC(=O)c1c(OC(=O)c2ccccc2)c2ccccc2n1C | -11% | 2% | -2 | -6% | ? | -19% | 12% | 0% | -5% | -1% | -42%
COc1cc2c(cc1OC)C(COc1ccc(F)cc1)NCC2 (centres undefined) | 11% | 8% | -10 | -1% | 4%[0.46 µM] | -17% | -1% | -1% | -4% | -4% | 27%
CC(=O)Nc1ccc(-c2c(C)cc3oc(=O)cc(-c4ccccc4)c3c2C)cc1 | ? | . | -2 | . | . | 33%[activator] | -4% | . | . | . | 20%
Cc1cc(C)cc(NC(=O)N2CCCC2C(=O)Nc2ccc(-n3cnnn3)c(C)c2)c1 (centres undefined) | -26% | 7% | -3 | 5% | 0% | 15% | -15% | -3% | -3% | -4% | -44%
O=C(O)c1cccc(CSc2ncccn2)c1 | 3% | -15% | 17 | 0% | -3% | 0% | 7% | 2% | 1% | 4% | -14%
COc1ccc(N2CCN(CC(=O)Nc3c(C)cc(C)cc3C)CC2)cc1 | ? | 7% | 14 | 0% | 1% | -3% | -7% | -4% | 5% | -3% | 45%
COC(=O)CCCC(=O)N1CCC(CCC(=O)NC2CC2)CC1 | 23% | 0% | 9 | -2% | 1% | 15% | -4% | -5% | -5% | -1% | 9%
Cc1ccc(CNC(=O)C(=O)NCC2OCCN2S(=O)(=O)c2ccc3c(c2)OCCO3)cc1 (centres undefined) | ? | 3% | -1 | 9% | -5% | 4% | 1% | 3% | -1% | -4% | 14%

Not all compounds are listed, so the mix of outcomes need not match the whole.
